OXTR ag – human OXTR agonism | P30559 | CHO-OTR cells, Fluo-8 calcium fluorescence; normalized: DMSO 0%, oxytocin 100% | activation, % at 3 µM | actives 0.32% (n = 320,000) | AID 2435;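 active = activation above the mean of all tested compounds plus 3 SD, cutoff set per screening run, cut at about 20% in these data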;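 note: peak over basal fluorescence ratio from a 100 s FLIPR kinetic read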
V1aR counter – activates human V1a receptor in oxytocin agonist counter-screen; CHO-V1R cells, Fluo-8 calcium fluorescence, agonist mode; 0% DMSO, 100% 3 nM vasopressin; activation, % at 3 µM; P37288; actives 0.25% (n = 320,000);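 active = activation above the mean activation of all tested compounds plus 3 SD, per screening run, cut at about 20% in these data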;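 note: signal is peak over basal fluorescence ratio across a 100 second FLIPR read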
Target sequence (P37288 whole entry, looked up): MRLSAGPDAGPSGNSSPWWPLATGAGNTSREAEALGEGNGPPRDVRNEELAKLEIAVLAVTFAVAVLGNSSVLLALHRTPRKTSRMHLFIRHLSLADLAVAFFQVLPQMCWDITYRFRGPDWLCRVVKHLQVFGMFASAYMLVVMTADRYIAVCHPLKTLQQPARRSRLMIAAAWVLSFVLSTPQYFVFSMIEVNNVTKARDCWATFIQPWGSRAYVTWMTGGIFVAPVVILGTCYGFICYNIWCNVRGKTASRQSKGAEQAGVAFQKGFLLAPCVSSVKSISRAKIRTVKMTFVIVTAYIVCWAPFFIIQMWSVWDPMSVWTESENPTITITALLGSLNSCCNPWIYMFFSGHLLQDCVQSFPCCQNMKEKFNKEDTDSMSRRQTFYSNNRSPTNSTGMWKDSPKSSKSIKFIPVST
GalR3 antagonist – human GalR3 antagonism; inhibition, % at 3 µM; HEK293 GalR3-CNG cAMP membrane potential fluorescence; galR3 body fused to GalR1 C-terminus; actives 0.44% (n = 360,000); AID 651719; O60755;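 active = inhibition above the screen-wide average plus 3 SD, cut at about 13% in these data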;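 note: forskolin and galanin both at EC90 stimulate the cells; cAMP rise reported by CNG channel membrane potential dye signal; 0% = forskolin plus galanin with DMSO and 100% = forskolin alone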
DNA FID counter – displaces DNA intercalator in HCV helicase counter-screen | actives 0.17% (n = 290,000) | DNA fluorescent intercalator displacement, fluorescence | inhibition, % at 7.9 µM; in the data active = inhibition above about 37%;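 note: 0% = vehicle and 100% = reference compound; higher means more ethidium bromide displaced from hairpin DNA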
VIM-2 inhibitor – blocks Pseudomonas aeruginosa VIM-2 metallo-beta-lactamase. AID 1527. actives 0.89% (n = 290,000). inhibition, % at 5.6 µM. purified VIM-2, nitrocefin hydrolysis, epi-absorbance fluorescence;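 active = inhibition above the mean of all tested compounds plus 3 SD, cutoff set per screening run, cut at about 7.5% in these data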;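 note: red hydrolysis product quenches plate fluorescence so inhibitors raise well fluorescence; 0% = enzyme with DMSO and 100% = DMSO without enzyme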
PHOSPHO1 inh – blocks human PHOSPHO1 phosphatase activity; actives 1.1% (n = 290,000); Q8TCT1; recombinant PHOSPHO1, absorbance phosphatase assay; inhibition, % at 13.3 µM; in the data active = inhibition above about 60%
Target sequence (Q8TCT1 whole entry, looked up): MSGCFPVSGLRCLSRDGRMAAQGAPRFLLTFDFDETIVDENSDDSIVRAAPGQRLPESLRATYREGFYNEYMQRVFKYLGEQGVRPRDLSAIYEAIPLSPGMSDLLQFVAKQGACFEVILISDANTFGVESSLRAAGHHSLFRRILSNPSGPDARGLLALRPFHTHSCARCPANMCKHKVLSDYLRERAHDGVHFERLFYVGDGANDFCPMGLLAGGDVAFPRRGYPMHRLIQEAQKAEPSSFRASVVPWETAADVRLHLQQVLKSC
NS3 helicase inh – HCV NS3 helicase inhibition. NS3 helicase DNA unwinding, Cy5 molecular beacon fluorescence. inhibition, % at 10.9 µM. actives 0.56% (n = 290,000). AID 1800;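 active = inhibition above the mean of all tested compounds plus 3 SD, set per campaign, cut at about 35% in these data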;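 note: 0% = DMSO wells and 100% = thioflavine S control wells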
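System: HCV NS3 helicase fragment; control set: DMSO and thioflavine S; technique: Cy5 fluorescence at 0 and 60 min, beacon hairpin quenching; reagent: beacon DNA duplex substrate plus ATP; replicates: singlicate; schedule: 1 h reaction at 25 °C, ATP-initiated; medium: MOPS buffer pH 6.5 with MgCl2, DTT, Tween20, BSA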
IMP-1 inh – blocks Pseudomonas aeruginosa IMP-1 metallo-beta-lactamase. purified IMP-1, nitrocefin hydrolysis, epi-absorbance fluorescence. inhibition, % at 5.6 µM. actives 0.45% (n = 290,000). AID 1556;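 active = inhibition above the mean plus 3 SD of all compounds in the same screening run, cut at about 4.5% in these data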;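 note: 0% = IMP-1 with DMSO and 100% = DMSO wells lacking enzyme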
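System: purified IMP-1 / Input: IMP-1 dispensed at 0.2 nM / Medium: 50 mM HEPES pH 7.1, 50 µM ZnSO4, 0.05% Brij 35 / Timing: 15 min enzyme–compound preincubation, then 25 min nitrocefin reaction, 25 °C / Technique: plate fluorescence quenching by hydrolysis product, ex 480/em 530 nm / Repeats: singlicate testing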
GPR7 antag – human neuropeptides B/W receptor 1 antagonism | GPR7-expressing cells, fluorescence antagonist assay | actives 1.1% (n = 290,000) | P48145 | inhibition, % at 4.4 µM; in the data active = inhibition above about 16%, passing the limit was not always enough;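 note: cells stimulated with the agonist NPW; 0% = agonist with vehicle and 100% = vehicle without agonist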
Target sequence (P48145 whole entry, looked up): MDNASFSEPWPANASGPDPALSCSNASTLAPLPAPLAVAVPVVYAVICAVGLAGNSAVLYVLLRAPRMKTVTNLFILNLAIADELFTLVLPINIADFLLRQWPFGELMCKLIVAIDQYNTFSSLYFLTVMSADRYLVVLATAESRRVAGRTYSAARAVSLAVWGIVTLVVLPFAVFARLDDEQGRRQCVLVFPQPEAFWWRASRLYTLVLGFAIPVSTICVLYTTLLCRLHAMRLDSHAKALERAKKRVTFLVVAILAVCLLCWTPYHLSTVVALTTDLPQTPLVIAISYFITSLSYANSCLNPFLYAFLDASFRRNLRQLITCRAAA
The depositor's hits bear a star; / = no result given.

SMILES	OXTR ag	V1aR counter	GalR3 antagonist	DNA FID counter	VIM-2 inhibitor	PHOSPHO1 inh	NS3 helicase inh	IMP-1 inh	GPR7 antag
CCOc1cc(N2CCOCC2)c(OCC)cc1NC(=O)c1ccc(C)cc1	-1.2	12	2	-16	-2.5	20	6	-3.3	-8
Cn1cccc1/C=C1/SC(=O)N(CC(=O)N2CCCC2)C1=O	0.6	-0.1	-2	0	-1.4	-22	9	-1.9	-3
CCOC(=O)N1CCN(c2cc(=O)n(-c3ccccc3Cl)c(=O)[nH]2)CC1	-0.5	-0.3	6	3	-1.4	30	-3	-1.0	-10
CC(=O)Nc1cccc(-c2nnc(SCC(=O)n3c4c(c5ccccc53)CCCC4)n2C)c1	-1.3	1.3	-3	-9	15*	3	-9	-1.9	-1
Cc1c(C(=O)OCC(=O)N(C)C2CCS(=O)(=O)C2)oc2ccc(Br)cc12 (stereo not given)	0.4	1.3	1	-2	-3.2	23	6	-1.4	2
COC(=O)c1c(-c2cccc(C)c2)csc1N	-2.5	0.1	-3	-2	-1.1	-40	-3	-0.3	-14
Cc1ccc2nc3c(cc(C(=O)NC4CCCC4)c(=N)n3CCCn3ccnc3)c(=O)n2c1	0.3	0.0	/	15	29*	-8	10	0.4	-11
Cc1ccc(O)c(C(=O)c2cnn(-c3ccccc3)c2)c1	-2.1	-1.1	3	-11	-4.7	-57	4	-3.7	-14
CNC(=O)c1[nH]cnc1C(=O)Nc1ccc(C)cc1	-1.2	0.4	-3	-8	-1.2	3	1	-3.1	-16
CCOc1ccc(-n2c(C)nc(O)c2N=Nc2ccccc2)cc1	0.1	-0.3	-1	4	-1.8	26	-2	-2.5	-17
CSc1nc(C)c2c(c1C#N)CCCC2	-2.9	-2.1	4	-7	-3.9	-32	4	1.3	-15
Cc1cc(C)c([N+](=O)[O-])cc1-c1ccc(/C=N/c2c(-c3ccco3)nc3ccccn23)o1	-0.4	0.0	0	-2	4.3	9	26	9.2*	0
O=C(Cn1cnc2c(cnn2-c2ccc(Cl)cc2)c1=O)NCC1CCCO1 (stereo not given)	0.3	1.5	-3	4	-1.2	5	-5	-0.4	4
O=C(NCCc1cccc(Cl)c1)c1cccs1	-1.1	-0.4	1	-4	-2.8	37	3	-1.4	-4
Cc1ccc2c(c1)c1nc3ccccc3nc1n2CCN1CCOCC1	-0.7	-0.8	-2	-2	2.2	7	9	-3.5	-9
CC(Oc1ccc(C(=O)NCCc2ccccc2)cc1)C(=O)O (stereo not given)	1.2	-0.5	-5	-2	-2.0	14	5	-4.6	-14
CCc1ccc(-n2c(=O)c3ccccc3n3c(=S)[nH]nc23)cc1	2.2	0.8	-9	-8	-5.2	10	-1	-3.5	-13
Cc1ccc(NC(=O)NC(=O)COc2ccc(Cl)cc2Cl)c(C)c1	-1.4	-0.8	1	-3	-1.4	9	2	-2.6	-3
Cc1ccc(CS(=O)(=O)Cc2ccc(C(=O)NCCCN3CCOCC3)o2)cc1	-1.1	0.6	-8	4	-2.7	18	3	-0.6	-7
CC(C)(C)c1csc(NC(=O)CCc2ccccc2)n1	-1.7	-1.7	-6	-20	-0.5	25	-10	-2.6	-14
CN1CCN(C(=O)c2ccc3c(c2)NC(=O)C(C)(C)O3)CC1	0.4	-0.2	-4	1	-1.0	13	5	-0.1	5
C=CCn1ccc(O)c(Cc2ccc(Cl)cc2)c1=O	-0.1	0.7	-10	-2	-2.8	/	0	-1.4	-4
Cn1c(=S)n(CCC(=O)O)c2ccccc21	0.8	0.8	-1	-6	1.5	-10	2	-0.8	-12
Cc1cnc(NC(=O)CCN2C(=O)C3CCCCC3C2=O)s1 (stereo not given)	0.8	-0.7	-5	2	-1.8	37	4	-3.0	-1

3 compounds drawn at random from those above:
SMILES	OXTR ag	V1aR counter	GalR3 antagonist	DNA FID counter	VIM-2 inhibitor	PHOSPHO1 inh	NS3 helicase inh	IMP-1 inh	GPR7 antag
CCc1ccc(-n2c(=O)c3ccccc3n3c(=S)[nH]nc23)cc1	2.2	0.8	-9	-8	-5.2	10	-1	-3.5	-13
Cn1c(=S)n(CCC(=O)O)c2ccccc21	0.8	0.8	-1	-6	1.5	-10	2	-0.8	-12
CC(C)(C)c1csc(NC(=O)CCc2ccccc2)n1	-1.7	-1.7	-6	-20	-0.5	25	-10	-2.6	-14

Going on with the list.
SMILES	OXTR ag	V1aR counter	GalR3 antagonist	DNA FID counter	VIM-2 inhibitor	PHOSPHO1 inh	NS3 helicase inh	IMP-1 inh	GPR7 antag
COCc1cc(Sc2ccc(Cl)cc2Cl)nc(-c2ccccc2)n1	0.1	0.4	4	2	-2.0	11	-2	-1.9	-3
COc1ccccc1C1CC(c2ccccc2)=NN1C(=O)c1ccccc1 (stereo not given)	-2.7	-1.2	-7	-28	-0.6	20	-3	-2.0	-11
CCn1cc(C(=O)NCCCOC(C)C)c2cc(OC)c(OC)cc2c1=O	-0.9	-0.6	5	-14	-0.9	-25	-3	-2.6	2
C=CC[n+]1cccc(-c2cc3ccc(C)cc3[nH]2)c1	/	/	-2	9	-1.6	28	-22	-0.3	-12
Cc1c(CCC(=O)N2CCC(C(=O)NCCCCCC(=O)O)CC2)c(=O)oc2cc3oc4c(c3cc12)CCCC4	-0.7	0.8	-7	-58	0.2	32	-6	-1.3	5
O=C(CCc1c[nH]c2ccccc12)N1CCCCCCC1	1.4	3.8	-1	-37	2.1	18	19	-1.9	-1
O=C(NN1C(=O)C2C(C1=O)C1C=CC2C12CC2)c1cccc(Cl)c1 (stereo not given)	-2.3	-1.4	-8	5	-0.7	34	0	-1.3	-5
O=c1oc2c(Cl)cc(Cl)cc2cc1-c1nnc(Nc2ccccc2F)s1	-0.1	7.5	/	0	-3.1	-14	-3	-3.4	-7
Cc1ccc(S(=O)(=O)NNC(=O)c2ccc3ccccc3n2)cc1	-1.9	0.3	-11	-22	-2.8	/	-13	-5.7	-10
COc1ccc(/C=N/Nc2nc(-c3ccc(C)cc3)c(NC(C)=O)s2)cc1	-2.4	-0.5	-2	-7	-5.5	8	-2	-4.7	-8
Cc1ccc(C(=O)C(OC(=O)CNS(=O)(=O)c2ccccc2)c2ccccc2)cc1 (stereo not given)	-1.3	-0.8	-1	-18	-1.6	19	-16	0.6	-11
O=C(CSc1nc2ccc(Cl)cc2o1)NCc1ccc2c(c1)OCO2	1.7	2.5	-1	-9	-2.9	14	-3	-4.5	-12
CCn1c(SCC(=O)Nc2ccc3c(c2)c2ccccc2n3CC)nnc1-c1ccco1	-0.6	-1.2	-11	-29	1.3	-10	24	0.6	12
O=C(CSC1CC(=O)N(CCc2ccccc2)C1=O)Nc1ccc(Cl)cc1 (stereo not given)	2.1	1.4	0	-13	-2.8	-64	1	-4.1	14
Cc1cccc(NC(=O)CSc2nc3ccccc3nc2N2CC(C)OC(C)C2)c1 (stereo not given)	0.4	1.3	/	-34	-1.2	-109	-26	-0.2	-6
COc1ccc(N2CCN(C(=O)c3cccc(N4C(=O)C5CC=CC(C)C5C4=O)c3)CC2)cc1 (stereo not given)	2.2	5.8	-5	-39	-2.3	-12	0	-2.0	-15
O=C(Nc1ccc(C2=NCCN2)cc1)c1ccc(C(=O)Nc2ccc(C3=NCCN3)cc2)c(Cl)c1	0.9	-0.5	0	37*	-0.5	26	-61	-0.1	-9
CC(C)=CC(=O)OCC(=O)Nc1ccccc1Cl	-0.8	-1.1	-4	0	-2.1	-5	4	-3.1	1
COc1cccc(C2CC(c3cccc(Br)c3)n3ncnc3N2)c1 (stereo not given)	4.6	3.8	0	-21	-3.0	-14	3	-3.7	1
COc1ccc(NC(=O)CSc2nc(C3CC3)nc3ccccc23)c(OC)c1	1.1	2.4	-6	-35	-3.9	20	-3	-3.8	-1
O=C(O)CNS(=O)(=O)c1ccc(F)cc1	1.3	-0.4	-5	2	-3.2	10	3	-1.5	-8
CC(C)(C)NC(=O)C(c1c[nH]c2ccccc12)N(C(=O)Cn1nnc(-c2ccc(F)cc2)n1)c1cccc(O)c1 (stereo not given)	1.2	2.3	-8	-25	0.6	11	-11	-1.4	-5
N#CC1=C(N)Oc2ccc3ccc(O)cc3c2C1c1ccsc1 (stereo not given)	/	/	-6	-45	5.7	7	53*	17*	1
Cc1nn(Cc2c(F)c(F)c(F)c(F)c2F)c(C)c1NC(=O)c1nn(C)cc1Br	-0.6	6.7	-3	-19	0.0	13	5	-2.2	3
COc1ccc(C(=O)N[C@H](C(=O)Nc2nc3ccccc3[nH]2)C(C)C)cc1	-2.6	-1.6	-3	-9	-4.2	32	16	-2.8	1
CCCCn1nc2cc(C(=O)NCC34CC5CC(CC(C5)C3)C4)ccc2c1OCC	-2.2	-0.6	-8	-23	0.0	-2	-7	-0.8	3
COc1ccc(-c2cccc(C(=O)Nc3ccccc3C)c2)cc1	-1.4	-0.3	1	-3	0.0	4	-18	-3.3	-15
COC(=O)C1=C(NC(=O)C(C)(C)C)CCS1	-1.8	-0.8	-6	-1	-0.1	-26	3	0.8	-6
CCCN1C2CCCC1CC(NC(=O)Nc1ccc(C(C)C)cc1)C2 (stereo not given)	-0.1	0.7	-6	32	3.0	-6	-4	1.2	-3
CC(C)n1c(SCC(N)=O)nc2c1c(=O)n(C)c(=O)n2C	0.3	0.6	-2	6	-3.0	4	-1	-0.9	-18
CCC(Sc1nnc(C)c(=O)[nH]1)C(=O)Nc1cccc2ccccc12 (stereo not given)	0.6	-0.9	-7	-9	-3.3	16	6	-4.3	-9
Cc1nn(C)c(C(=O)NNC(=S)NC2CCCCC2)c1Cl	0.5	1.9	1	-14	-0.5	4	4	-1.9	-12
O=C(O)COc1ccc(S(=O)(=O)c2ccc(OCC(=O)O)cc2)cc1	0.7	0.3	-3	9	-2.4	-13	-1	-2.8	-6
S=C1Cc2ccccc2N1	/	/	0	1	-0.8	-2	18	-3.9	-11
Clc1ccc(C2CC(c3cccs3)n3ncnc3N2)c(Cl)c1 (stereo not given)	-1.2	0.7	-1	-10	-2.0	48	-1	-2.2	-7
Cc1cccc(NC(=O)c2c(O)c3cccc4c3n(c2=O)CCC4)n1	/	/	/	3	-0.9	-28	-2	-2.2	-19
Cc1sc2ncnc(SCC(=O)N3CCN(C(=O)c4ccco4)CC3)c2c1C	3.0	4.3	/	-37	3.6	-2	1	-2.5	1
COC(=O)CN1C(CN2CCOCC2)=Nc2ccc(Br)cc2C1c1ccccc1 (stereo not given)	1.9	1.4	-3	-16	-2.7	23	-10	-3.2	-6
COc1cc(/C=C/c2ccc3cccc(O)c3n2)c(Br)cc1O	8.7	5.9	-8	7	-3.8	26	6	0.9	-8
Cn1c(Cn2c(=O)sc3ccccc32)nnc1SCC(=O)Nc1ccc(Cl)cc1	-1.3	0.7	-2	-2	0.5	2	2	-1.6	-9
COc1ccc(-n2c(SCC(=O)N3CCCCC3C)nnc2-c2cccnc2)cc1 (stereo not given)	-1.4	1.6	-5	-29	-2.0	18	-7	-1.1	-4
CCc1cc2c(=O)c(-c3ccc4c(c3)OCO4)coc2c(CN(C)C)c1O	-0.5	-0.3	-3	1	-0.6	20	3	-1.2	4
Cc1oc2cc(O)cc(C)c2c(=O)c1-c1cnn(-c2ccccc2)c1	1.8	4.3	0	-17	-1.0	-4	-6	-0.8	-1
